Screening data from PubChem.
KKLEB tox = CF airway cell cytotoxicity counter-screen | KKLEB CF airway cells viability, ATPlite luminescence, overnight; hits give low values; cells stimulated with P. aeruginosa culture filtrate | activity change (cytotoxicity), % at 5 µM | 360,000 compounds, 0.36% hits;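 active means corrected activity change at or below -50% at 5 µM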
LRH-1 inv ag = suppresses constitutive activity of human LRH-1. HEK293T StAR-luciferase reporter, LRH-1 transfected, 24 h. inhibition, % at 3.6 µM. 360,000 compounds, 0.13% hits;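 active means inhibition above the mean inhibition of all tested compounds plus 3 SD, cut at about 73% in these data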;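 further: 0% = DMSO wells and 100% = reporter-only cells lacking LRH-1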
TROY NFkB inh = inhibitors of TROY-dependent NF-kB signaling. Q293 LMP1-TROYcd NF-kB luciferase reporter, 4 h. inhibition, % at 10 µM. 360,000 compounds, 0.98% hits. AID 1347056;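 active means compounds whose plate-normalised and pattern-corrected inhibition of the luciferase reporter signal at the single screening dose is 50% or more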
SRC3 inh = inhibits human SRC3 coactivator | HEK293 GAL4-SRC3 luciferase reporter, luminescence | Q9Y6Q9 | inhibition, % at 3.6 µM | 360,000 compounds, 0.17% hits;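 active means inhibition above a per-campaign cutoff, the mean of all compounds plus 3 SD, cut at about 60% in these data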;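 further: 0% = DMSO-treated cells and 100% = gossypol-treated cells at 36 µM; higher means less SRC3-driven luciferase light from the GAL4 reporter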
Target sequence (Q9Y6Q9 whole entry, looked up, the tested form may be a part): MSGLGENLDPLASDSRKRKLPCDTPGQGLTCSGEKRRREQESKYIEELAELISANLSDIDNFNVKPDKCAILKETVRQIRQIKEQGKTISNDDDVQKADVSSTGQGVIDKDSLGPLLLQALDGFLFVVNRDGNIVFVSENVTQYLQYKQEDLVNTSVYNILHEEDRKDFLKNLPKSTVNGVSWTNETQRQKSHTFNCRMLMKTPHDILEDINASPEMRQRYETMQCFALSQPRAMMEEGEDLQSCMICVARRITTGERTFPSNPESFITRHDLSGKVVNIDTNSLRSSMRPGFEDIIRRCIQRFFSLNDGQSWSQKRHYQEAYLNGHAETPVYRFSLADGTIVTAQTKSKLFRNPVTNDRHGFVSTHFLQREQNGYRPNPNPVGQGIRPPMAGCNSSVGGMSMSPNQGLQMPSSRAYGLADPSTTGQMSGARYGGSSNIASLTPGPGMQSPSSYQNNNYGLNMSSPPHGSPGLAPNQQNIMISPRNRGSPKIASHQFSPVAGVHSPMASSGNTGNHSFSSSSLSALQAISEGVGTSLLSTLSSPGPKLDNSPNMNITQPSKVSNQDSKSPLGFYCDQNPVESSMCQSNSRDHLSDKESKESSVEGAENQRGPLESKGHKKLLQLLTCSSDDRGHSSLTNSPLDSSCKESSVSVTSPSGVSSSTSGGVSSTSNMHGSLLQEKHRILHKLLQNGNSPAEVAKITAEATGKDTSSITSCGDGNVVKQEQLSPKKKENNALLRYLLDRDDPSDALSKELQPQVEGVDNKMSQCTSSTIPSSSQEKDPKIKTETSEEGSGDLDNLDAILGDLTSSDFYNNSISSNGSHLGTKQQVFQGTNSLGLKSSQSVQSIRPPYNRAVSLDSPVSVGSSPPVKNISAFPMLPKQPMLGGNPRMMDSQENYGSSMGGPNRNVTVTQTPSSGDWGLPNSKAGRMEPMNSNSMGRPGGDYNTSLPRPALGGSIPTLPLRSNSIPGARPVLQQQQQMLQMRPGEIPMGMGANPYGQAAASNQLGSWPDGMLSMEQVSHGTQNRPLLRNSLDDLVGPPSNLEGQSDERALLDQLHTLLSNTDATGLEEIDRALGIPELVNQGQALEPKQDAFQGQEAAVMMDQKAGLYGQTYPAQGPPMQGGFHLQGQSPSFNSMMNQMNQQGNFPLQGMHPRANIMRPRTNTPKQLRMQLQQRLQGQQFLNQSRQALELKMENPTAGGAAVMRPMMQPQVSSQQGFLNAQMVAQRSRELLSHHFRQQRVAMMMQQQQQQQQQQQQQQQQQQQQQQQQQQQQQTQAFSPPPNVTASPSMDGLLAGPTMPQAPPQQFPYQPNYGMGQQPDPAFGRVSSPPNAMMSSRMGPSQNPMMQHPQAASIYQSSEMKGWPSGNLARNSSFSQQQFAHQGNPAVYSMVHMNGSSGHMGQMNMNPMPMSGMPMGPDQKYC
SRC1 inh = inhibits human SRC1 coactivator | inhibition, % at 3.6 µM | Q15788 | AID 588354 | HEK293 GAL4-SRC1 luciferase reporter, luminescence | 360,000 compounds, 0.12% hits;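 active means inhibition above the campaign mean plus 3 SD, with each screening campaign given its own cutoff, cut at about 60% in these data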;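 further: 0% = DMSO treated cells and 100% = gossypol at 36 µM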
CF NFkB inh = cystic fibrosis NF-kB activation inhibition; KKLEB NF-kB-GFP reporter, PAF-induced, GFP fluorescence overnight; inhibition, % at 5 µM; 360,000 compounds, 0.86% hits; AID 588850;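 active means at least 50% inhibition at 5 µM, scaled per plate between neutral and stimulator controls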;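 further: PAF is a Pseudomonas aeruginosa culture filtrate used as stimulus; plate controls were PAF-stimulated DMSO wells for no effect and unstimulated DMSO wells for full effect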
EBV LMP1 NFkB = Epstein-Barr LMP1 NF-kappaB reporter inhibition | LMP1-induced NF-kappaB luciferase reporter cells, luminescence | inhibition, % at 12.5 µM | 350,000 compounds, 0.69% hits | AID 504558; in the data active means inhibition above about 41%;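 further: 0% = neutral control wells and 100% = reference inhibitor control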
NR2F2 inh = inhibitors of human COUP-TFII (NR2F2) | P24468 | HEK293T NGFI-A luciferase reporter, luminescence | inhibition, % at 8.6 µM | 370,000 compounds, 0.7% hits | AID 686940;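 active means inhibition above a per-plate cutoff, mean inhibition of test wells between control levels plus 3 SD, cut at about 38% in these data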;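 further: cells cotransfected with COUP-TFII expression vector driving the NGFI-A reporter; 0% = median of COUP-TF2 test wells and 100% = reporter-only cells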
TWEAK Fn14 block = blocks TWEAK-Fn14 interaction in a reporter cell assay; TWEAK-stimulated Fn14 reporter cells, luciferase luminescence, 8 h; AID 1159606; 360,000 compounds, 2% hits; inhibition, % at 10 µM; in the data active means inhibition above about 50%
Shn3 inh set2 = reduces Shn3 3'UTR luciferase signal in osteoblasts | Clone20 osteoblast Shn3 3'UTR firefly luciferase, 24 h | inhibition, % at 12.5 µM | 360,000 compounds, 0.52% hits | AID 588674;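 active means mean inhibition of at least 75% with every replicate also reaching 75%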;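 further: 0% = median of neutral control wells and 100% = pilot-screen positive control compound; some compounds past the cut are filed as inactive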
C8 TRAIL sens = caspase-8 TRAIL sensitization; NB7+C8 cells + TRAIL, ATPlite viability luminescence; inhibition (viability loss, TRAIL sensitization), % at 10 µM; 360,000 compounds, 1% hits; AID 624354;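 active means compounds causing at least 50% loss of cell viability in the single-dose screen, relative to plate controls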
* = called active by the depositor; nt = not tested or not shown. This is a subset; count on the stated rates, not on these rows.

SMILES	KKLEB tox	LRH-1 inv ag	TROY NFkB inh	SRC3 inh	SRC1 inh	CF NFkB inh	EBV LMP1 NFkB	NR2F2 inh	TWEAK Fn14 block	Shn3 inh set2	C8 TRAIL sens
COc1ccc(-n2cnnc2SCC(=O)c2ccc(S(=O)(=O)N3CCOCC3)cc2)cc1	0	1	-18	-4	4	-11	-1	-11	-9	-22	6
COC(=O)[C@@H]1C[C@H]2CC[C@H](O)C[C@H]2N1Cc1ccc(C(F)(F)F)cc1	8	-19	1	19	6	-22	-8	3	3	-27	3
O=C(NCc1ccccn1)C1Nc2ccc(C(F)(F)F)cc2C2C=CCC12 (stereo not drawn)	4	2	-7	-5	-18	-12	-4	15	10	6	12
COc1ccc(N(CC(=O)NCCSCc2ccco2)S(=O)(=O)c2ccccc2)cc1	-3	-2	-16	-18	-5	3	-6	-9	5	9	1
CCc1ccc(-c2cc3c(=O)n(CC(=O)N4CCCCCC4)nc(C)n3n2)cc1	13	1	-19	13	-11	-5	10	10	0	6	9
CCOc1ccc2ccccc2c1/C=N/NC(=O)CNC(=O)Cc1ccccc1	9	13	-12	-1	-17	-1	3	17	-18	-3	-2
N#Cc1ccsc1NC(=O)CN1CCN(Cc2ccccc2)CC1	14	0	10	-4	-47	-24	1	6	-33	6	3
COc1ccc(CN(C(=O)CNC(=O)c2ccco2)C(C(=O)NCC2CCCO2)c2ccc(OC)c(OC)c2)cc1 (stereo not drawn)	0	-6	-12	-4	-2	-1	-4	0	6	-11	-2
O=C(CCCc1ccccc1)Nc1cccc(C(=O)O)c1	2	-127	-15	-69	-119	2	46*	-27	-4	7	13
Cc1nn(Cc2c(Cl)cccc2Cl)c(C)c1NC(=O)CCCn1nc(C)c([N+](=O)[O-])c1C	4	4	1	22	13	3	8	3	-6	1	-8
CCOCCn1c(CN2CCN(CCO)CC2)nc2c1c(=O)n(C)c(=O)n2C	4	-22	9	12	-5	-44	2	6	13	2	11
Cc1ccc(CN2CCN(C(=O)c3ccncc3)CC2)cc1	-6	11	18	3	-3	6	0	5	-17	7	3
CCOC(=O)N1CCN(C(=O)CSc2nc3ccccc3c(=O)n2-c2ccccc2)CC1	-1	8	-7	-20	-9	-3	3	0	-7	8	-22
CC1CN(C(=S)Nc2cccc(Cl)c2)CC(C)O1 (stereo not drawn)	1	-7	-7	-6	5	-8	-10	7	-9	-31	7
CCOc1ccc(CN(C)C(=O)CCNC(=O)c2ccco2)cc1	2	-15	2	10	2	-9	-1	-23	21	-4	5
Cc1cc(C(C#N)c2cccc(Cl)c2)n2ncnc2n1 (stereo not drawn)	2	14	-49	8	12	1	1	-13	-40	6	-23
Cc1ccc(S(=O)(=O)N2CCC(C(=O)OCC(=O)N(CC(C)C)C3CCS(=O)(=O)C3)CC2)cc1C (stereo not drawn)	3	10	16	3	-6	8	-6	5	-4	-10	-10
O=C(/C=C/c1cccc(Cl)c1Cl)OCC(=O)N1CCOCC1	7	-5	-66	-23	4	-8	4	-1	-17	-2	2
O=C(COc1ccc(S(=O)(=O)NC2CCCCC2)cc1)NCC1CCCO1 (stereo not drawn)	-2	20	-8	26	9	4	1	3	-23	2	-8
CC(=O)C1=C(C)OC(N)=C(C#N)C1c1ccco1 (stereo not drawn)	-8	5	-10	-45	-11	6	-5	-4	0	-20	17
CC(CCc1ccc(O)cc1)NC1c2ccccc2-c2ccccc21 (stereo not drawn)	-6	-4	-14	10	4	-6	1	0	-10	16	1
CCOc1ccc(C(C)(N)C(=O)O)cc1 (stereo not drawn)	-1	-15	13	-9	-5	-8	-9	18	16	1	3
C=CCOc1ccc(C2C3=C(CCCC3=O)N(CC(=O)O)C3=C2C(=O)CCC3)cc1OCC	-6	-7	13	17	8	-17	4	9	-15	6	-12
Nc1ccc2ccccc2c1C(=O)c1ccccc1	-14	-12	8	3	10	9	1	-9	8	-4	0
CCc1cc(CNC(=O)CC2C(=O)NCCN2CC2CCCCC2)on1 (stereo not drawn)	-23	-3	-7	2	-3	17	-10	-5	1	0	5

Structures listed so far containing a cyano group (three):
SMILES	KKLEB tox	LRH-1 inv ag	TROY NFkB inh	SRC3 inh	SRC1 inh	CF NFkB inh	EBV LMP1 NFkB	NR2F2 inh	TWEAK Fn14 block	Shn3 inh set2	C8 TRAIL sens
N#Cc1ccsc1NC(=O)CN1CCN(Cc2ccccc2)CC1	14	0	10	-4	-47	-24	1	6	-33	6	3
Cc1cc(C(C#N)c2cccc(Cl)c2)n2ncnc2n1 (stereo not drawn)	2	14	-49	8	12	1	1	-13	-40	6	-23
CC(=O)C1=C(C)OC(N)=C(C#N)C1c1ccco1 (stereo not drawn)	-8	5	-10	-45	-11	6	-5	-4	0	-20	17

(cont.)
SMILES	KKLEB tox	LRH-1 inv ag	TROY NFkB inh	SRC3 inh	SRC1 inh	CF NFkB inh	EBV LMP1 NFkB	NR2F2 inh	TWEAK Fn14 block	Shn3 inh set2	C8 TRAIL sens
CCN(CC)C(=O)c1sc(NC(=O)c2ccc(C)c([N+](=O)[O-])c2)c(C#N)c1C	10	14	-10	-20	3	8	6	-3	-17	16	18
CCOc1ccc(OCCN(C)Cc2ccccc2)cc1	-25	4	-4	-11	-11	-3	1	-10	6	-16	16
Cc1nnc(-c2ccc(Cl)cc2)[nH]c1=O	1	-11	-12	1	-21	-4	0	1	-10	22	-7
CN(c1ccc(C(=O)NCc2ccccc2)cc1)S(C)(=O)=O	-1	-12	3	7	3	8	0	-2	21	-7	-32
O=C(NNc1ccccc1)C(=O)N1CCCCC1	-2	-1	6	13	-20	17	-14	0	-39	-3	20
Cc1ccccc1Nc1nc(N)nc(CN(C)c2ccccc2)n1	-10	-42	-17	-19	-23	-7	-5	-5	3	-19	-1
Cc1c(C=O)c2ccccn2c1C(=O)c1ccccc1	-10	-7	-1	9	9	20	5	-6	-12	1	9
O=C(OCC(=O)N1CCOCC1)c1cnc(Cl)c(Cl)c1	-8	12	6	-16	-25	10	-6	17	1	2	-32
OCCNc1nc2ccccc2n1-c1ncnc2sc3c(c12)CCC3	-3	10	16	17	-1	0	8	9	2	45	-6
CCCNC(=O)c1c(CSc2ccc(Cl)cc2)noc1C(=O)NCc1ccccc1	12	2	-3	-24	-5	-7	0	3	-7	-15	3
Cc1cc(C)cc(C(=O)NC(=S)Nc2cccnc2)c1	8	-44	-43	-2	-4	-6	-1	-1	-13	-23	-4
CCC(C(=O)NCc1ccc(F)cc1)N(Cc1ccco1)C(=O)c1snc(C(N)=O)c1N (stereo not drawn)	6	-3	-7	10	-11	-5	-5	1	-16	-11	2
Cc1ccc(C)c2c1CCC(=Cc1ccccc1[N+](=O)[O-])C2=O	-16	7	-31	11	8	25	3	3	17	15	5
O=C(O)c1ccccc1C(=O)Nc1ccc(S(=O)(=O)Nc2ccc(F)cc2)cc1	7	8	-1	-10	-5	-15	-4	-18	-8	-40	-14
NC(=O)CSc1nnc(-c2ccc(S(=O)(=O)N3CCCC3)cc2)n1CC1CCCO1 (stereo not drawn)	15	11	-12	10	-7	-6	3	9	16	-5	8
COCC(=O)N1CCC(Oc2ccc(C(=O)NCCc3ncccc3C)cc2)CC1	31	-4	24	-6	6	0	6	-14	3	-7	0
COc1ccc(Oc2ccc(NC(=O)c3ccccc3C)cc2)cc1	-7	49	-6	2	8	0	-1	7	17	6	-17
O=c1[nH]n(-c2cccc(Cl)c2)c2ncccc12	13	7	-28	12	-13	-6	-2	10	3	9	0
O=C(Cc1ccc(-n2cccc2)cc1)NCc1ccccc1Cl	-5	-1	-1	12	0	18	-4	10	21	-9	-22
O=[N+]([O-])c1ccc(N2CCCCCC2)c([N+](=O)[O-])c1	-3	-7	-9	1	-5	6	4	3	-8	-32	0
CC12CCC(=O)N1C(C(=O)Nc1ccccc1F)CS2 (stereo not drawn)	6	9	29	3	9	-10	-8	6	-5	-8	-10
CNc1nc2ccccc2n1/N=C/c1cccc(OC)c1OC	-1	5	2	17	-2	2	14	3	-24	10	12
Fc1ccccc1CSc1nnc2ccc(-c3ccncc3)nn12	2	-28	-21	17	-3	12	3	-1	-4	-5	1
C=CCn1c(C)nnc1SCC(=O)NC1CC1	1	-1	0	10	5	16	5	-24	-25	6	-12
CCOC(=O)Cn1c(C)[n+](C)c2cc(Cl)c(Cl)cc21	12	3	5	6	5	-16	-1	11	6	-1	-14
COc1ccc(C(CNC(=O)C2CC(=O)N(Cc3ccccc3)C2)N2CCOCC2)cc1 (stereo not drawn)	15	4	-13	7	-18	9	20	0	8	-5	-13
CCCn1nnc(NC(=O)/C=C/c2cc(Br)ccc2OC)n1	18	-5	-11	-9	-12	-1	0	-6	-18	1	-5
CCOc1ccc(S(=O)(=O)N(C)c2ccc(OCC(=O)Nc3nccs3)cc2)cc1	-16	-6	17	-7	4	-22	-4	16	5	1	1
COc1ccc(NC(=O)c2cc(-c3ccc(F)cc3OC)n[nH]2)c(OC)c1	15	0	-2	4	4	34	nt	-37	18	8	20

Complete entries as entered above:
CCOc1ccc(OCCN(C)Cc2ccccc2)cc1 is listed with KKLEB tox = -25; LRH-1 inv ag = 4; TROY NFkB inh = -4; SRC3 inh = -11; SRC1 inh = -11; CF NFkB inh = -3; EBV LMP1 NFkB = 1; NR2F2 inh = -10; TWEAK Fn14 block = 6; Shn3 inh set2 = -16; C8 TRAIL sens = 16
COc1ccc(C(CNC(=O)C2CC(=O)N(Cc3ccccc3)C2)N2CCOCC2)cc1 (stereo not drawn) is listed with KKLEB tox = 15; LRH-1 inv ag = 4; TROY NFkB inh = -13; SRC3 inh = 7; SRC1 inh = -18; CF NFkB inh = 9; EBV LMP1 NFkB = 20; NR2F2 inh = 0; TWEAK Fn14 block = 8; Shn3 inh set2 = -5; C8 TRAIL sens = -13

Entries from the list above that have a CF3 group, in the order listed:
SMILES	KKLEB tox	LRH-1 inv ag	TROY NFkB inh	SRC3 inh	SRC1 inh	CF NFkB inh	EBV LMP1 NFkB	NR2F2 inh	TWEAK Fn14 block	Shn3 inh set2	C8 TRAIL sens
COC(=O)[C@@H]1C[C@H]2CC[C@H](O)C[C@H]2N1Cc1ccc(C(F)(F)F)cc1	8	-19	1	19	6	-22	-8	3	3	-27	3
O=C(NCc1ccccn1)C1Nc2ccc(C(F)(F)F)cc2C2C=CCC12 (stereo not drawn)	4	2	-7	-5	-18	-12	-4	15	10	6	12
